ERp5 inh – blocks human ERp5 reductase activity on insulin; inhibition, % at 9.99 µM; AID 651711; ERp5 insulin aggregation, absorbance 650 nm, 90 min; actives 0.05% (n = 350,000); Q15084;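 active means mean replicate inhibition above about 25%, with every replicate also reaching it, limit read from the data, passing the limit was not always enough; inconclusive means only one of those two criteria met; inactive means neither criterion met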
DENV2 CPE – protects cells from dengue virus 2 cytopathic effect | actives 1.7% (n = 350,000) | DENV2-infected cells, cytopathic effect rescue, plate reader | AID 651640 | CPE inhibition, % at 9.99 µM; in the data active means CPE inhibition above about 20%, passing the limit was not always enough; inconclusive means no clear call, values can overlap the other calls; tested in BHK-21 cells;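 further: 0% = median of neutral control wells and 100% = median of positive control wells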
Casp6 inh – blocks human caspase-6 cleavage activity | purified caspase-6, Z-VEID-R110 cleavage fluorescence | inhibition, % at 12.5 µM | actives 0.53% (n = 350,000) | P55212;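 active means mean inhibition across replicates at least about 35%, with every replicate also reaching that limit, limit read from the data; inconclusive means only one of the two criteria met; inactive means neither criterion met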;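 further: 0% = median of neutral control wells and 100% = no fluorescence left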
Target sequence (P55212 24-179 limits assumed): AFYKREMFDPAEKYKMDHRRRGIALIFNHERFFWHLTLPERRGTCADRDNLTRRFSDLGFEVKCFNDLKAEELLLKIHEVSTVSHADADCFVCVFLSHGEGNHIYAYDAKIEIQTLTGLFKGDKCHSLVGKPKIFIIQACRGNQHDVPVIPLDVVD
Target sequence (P55212 194-293 limits assumed): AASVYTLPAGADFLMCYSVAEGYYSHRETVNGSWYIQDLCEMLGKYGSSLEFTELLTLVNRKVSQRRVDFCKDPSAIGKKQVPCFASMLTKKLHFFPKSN
F508del corr – correctors of CFTR F508del function in bronchial epithelial cells; actives 0.36% (n = 350,000); AID 720511; CFBE cells, YFP halide quenching; stimulated with forskolin plus potentiator P3; % fluorescence drop versus neutral controls; activity (quench increase), % at 7.58 µM;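 active means mean added fluorescence quench of at least 8% versus neutral control, with both replicates also reaching 8%; inconclusive means only one of the mean or replicate conditions met; inactive means mean below 8% and not both replicates reaching 8%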;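 further: cells transiently co-express mutant CFTR-F508del with the halide-sensitive YFP; corrector assay measuring rescue of mutant channel to the surface after 24 h compound exposure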
SIRT5 inh – inhibitors of human sirtuin-5 desuccinylase. Purified SirT5, succinyl-peptide AMC, trypsin-coupled fluorescence. Q9NXA8. AID 652115. actives 1.1% (n = 330,000). inhibition, % at 15 µM; in the data active means inhibition above about 15%; inconclusive means no clear call, values can overlap the other calls
Target sequence (Q9NXA8 whole entry, looked up): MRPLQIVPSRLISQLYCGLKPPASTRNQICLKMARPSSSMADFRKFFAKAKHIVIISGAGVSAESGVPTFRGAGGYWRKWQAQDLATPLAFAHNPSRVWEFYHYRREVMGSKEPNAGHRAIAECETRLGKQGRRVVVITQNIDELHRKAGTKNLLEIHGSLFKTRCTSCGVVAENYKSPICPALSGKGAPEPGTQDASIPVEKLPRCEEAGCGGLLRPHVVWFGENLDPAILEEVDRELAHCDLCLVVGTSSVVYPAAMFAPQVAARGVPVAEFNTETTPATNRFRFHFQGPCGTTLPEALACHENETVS
ERAP1 HTS inh – inhibitors of human ERAP1 aminopeptidase; inhibition, % at 10.7 µM; Q9NZ08; actives 0.15% (n = 340,000); AID 652197; recombinant ERAP1, Leu-AMC fluorescence, 60 min;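 active means mean replicate inhibition of at least 30%, or all replicates individually reaching that 30% level; inactive means mean below 30% and not every replicate reaching it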;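 further: 0% = neutral control wells and 100% = L-leucinethiol positive control wells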
miR122 inh – inhibitors of miR-122 in Huh7 cells; Huh7 miR-122 Renilla luciferase sensor, 48 h; neutral wells = 0, positive control = 100; activation (reporter increase), % at 12.5 µM; actives 0.3% (n = 340,000); AID 602342;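 active means mean replicate activation score at least 90 and every replicate individually at or above 90; inconclusive means only one of the two criteria met; inactive means neither criterion met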;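 further: higher luciferase means less miR-122 activity so hits act as miR-122 inhibitors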
The depositor's hits bear a star; ? = inconclusive; . = no result given; & = joins results of further samples; [ ] = remark or other dose.

cpd	Structure	Casp6 inh	DENV2 CPE	ERp5 inh	F508del corr	SIRT5 inh	ERAP1 HTS inh	miR122 inh
1	COc1ccc(S(=O)(=O)Nc2cccc3c2O[C@@H](CN(C)C(=O)NC(C)C)[C@H](C)CN([C@@H](C)CO)C3=O)cc1	-4	-2	-15	-0.2	-1	3	-1[16.7 µM]
2	COCCN(Cc1ccccc1)C(=S)Nc1ccc(OC(F)F)cc1	-1	2	1	-0.5	-3	-1	4
3	c1ccc(COC2CCCN(Cc3nc(Cc4ccccc4)no3)C2)cc1 (configuration not stated)	-1	4	-1	-0.1	-2	3	-7
4	O=C(/C=C/c1ccc([N+](=O)[O-])cc1)c1ccco1	-3	-1	-1	-1.2	0	-1	0
5	O=C(Cc1ccncc1)Nc1ccc2c(c1)[C@H]1C[C@@H](CC(=O)NC3CCCC3)O[C@H](CO)[C@H]1O2	-1	-6	2	0.5	-2	-1	-6[16.7 µM]
6	C=CCN1C(c2ccc(OCC)cc2)=CS/C1=C(\C#N)c1nnc2n1CCCCC2	3	.	4	.	.	0	4
7	CC(C)CC#Cc1cnc2c(c1)C(=O)N([C@@H](C)CO)C[C@@H](C)[C@H](CN(C)Cc1ccccn1)O2	0	?	-2	-1.5	-2	1	-1[16.7 µM]
8	Cn1c(C(=O)N2CCC(C(=O)NCc3ccccc3)CC2)cc2sccc21	0	8	2	-2.1	-3	-3	-4
9	C[C@@H]1CN([C@H](C)CO)C(=O)c2cc(C#CC(C)(C)O)cnc2O[C@H]1CN(C)Cc1cccc(C(=O)O)c1	-1	4	3	-0.9	-3	0	1[16.7 µM]
10	COc1ccc(C(C(=O)NC2CCCC2)n2c(Cc3cc(F)cc(F)c3)nc3ccccc32)cc1 (configuration not stated)	1	-2	-1	0.7	3	0	.
11	CCC(=O)N(C)C[C@H]1Oc2cc(-c3ccc(OC)cc3)ccc2S(=O)(=O)N([C@H](C)CO)C[C@@H]1C	3	3	-8	-2.4	-7	-3	3[16.7 µM]
12	COc1ccc(-c2cc(C(=O)N3CCCCCC3)c3cc(C)ccc3n2)cc1	1	-5	4	-0.5	-32	0	11
13	N#CCc1ccc(OC(=O)c2cccnc2)cc1	-2	3	1	1.5	-2	-2	0
14	O=[N+]([O-])c1ncn(C23CC4CC(CC(C4)C2)C3)n1	-1	-4	0	1.4	-3	.	.
15	COc1ccc2c3c(n(C)c2c1)[C@H](CO)N(CC1CCCC1)CC31CCN(C(=O)Nc2ccccc2)CC1	-1	5	1	-0.1	9	5	.
16	CCCc1nc2c(C)cc(Br)cn2c1Cc1cccc(Cl)c1	0	3	-1	7.0	-1	.	.
17	CC1Sc2ccc(S(=O)(=O)N3CCC(C(=O)Nc4cccc(Cl)c4)CC3)cc2NC1=O (configuration not stated)	-2	-1	-2	-0.4	-1	0	-7
18	COc1ccc(-c2cnc3c(c2)C(=O)N([C@H](C)CO)C[C@H](C)[C@H](CN(C)C(=O)Cc2cccnc2)O3)cc1	-12&0	11&-7	9&-12	0.0&3.4	-4&-12	-5&0	2
19	Cc1cc(NCCc2c[nH]c3ccccc23)ccc1Oc1cccnc1	0	15	2	0.1	2	0	.
20	O=C(O)CC(NS(=O)(=O)c1cccc2nsnc12)c1ccc(F)cc1 (configuration not stated)	3	.	1	.	-2	0	.

Looked up by structure from the list above, two records:
cpd	Structure	Casp6 inh	DENV2 CPE	ERp5 inh	F508del corr	SIRT5 inh	ERAP1 HTS inh	miR122 inh
2	COCCN(Cc1ccccc1)C(=S)Nc1ccc(OC(F)F)cc1	-1	2	1	-0.5	-3	-1	4
1	COc1ccc(S(=O)(=O)Nc2cccc3c2O[C@@H](CN(C)C(=O)NC(C)C)[C@H](C)CN([C@@H](C)CO)C3=O)cc1	-4	-2	-15	-0.2	-1	3	-1[16.7 µM]

Two entries from above, reformatted:
Screens in order: Casp6 inh	DENV2 CPE	ERp5 inh	F508del corr	SIRT5 inh	ERAP1 HTS inh	miR122 inh
4	O=C(/C=C/c1ccc([N+](=O)[O-])cc1)c1ccco1
→ -3	-1	-1	-1.2	0	-1	0
12	COc1ccc(-c2cc(C(=O)N3CCCCCC3)c3cc(C)ccc3n2)cc1
→ 1	-5	4	-0.5	-32	0	11

(continued)
cpd	Structure	Casp6 inh	DENV2 CPE	ERp5 inh	F508del corr	SIRT5 inh	ERAP1 HTS inh	miR122 inh
21	CC1(C(=O)Nc2ccc(Cl)c(C(F)(F)F)c2)Cc2c(-c3ccc4c(c3)OCO4)ccnc2O1 (configuration not stated)	-7	5	7	0.0	-2	-4	0
22	O=C(C[C@@H]1C[C@H]2c3cc(NC(=O)C4CCC4)ccc3O[C@H]2[C@H](CO)O1)NC1CCCCC1	-3	1	2	-1.7	1	1	5[16.7 µM]
23	Cc1csc(NC(=O)c2cccc(S(=O)(=O)N3CCN(C)CC3)c2)n1	-4	6	1	-0.4	8	0	.
24	CCOC(=O)c1sc(=S)n(C)c1NC(=O)c1ccc(C(C)(C)C)cc1	2	?	1	-2.1	.	.	1
25	CCOc1ccc(C(=O)OCC(=O)Nc2ccc3c(c2)OCCO3)cc1OC	2	10	8	-1.3	-2	0	.
26	C[C@H]1CN([C@@H](C)CO)C(=O)c2cccc(NC(=O)c3nc4ccccc4s3)c2O[C@@H]1CN(C)Cc1ccc(-c2ccccc2)cc1	-2	4	-10	-0.3	2	1	-2[16.7 µM]
27	C[C@H]1CN([C@@H](C)CO)C(=O)c2cc(-c3ccc(F)cc3)cnc2O[C@H]1CN(C)C(=O)Nc1ccccc1F	-1	-1	3	-2.4	2	4	-1[16.7 µM]
28	C[C@H]1CCCCO[C@H](CN(C)C(=O)CCCN(C)C)[C@@H](C)CN([C@@H](C)CO)C(=O)c2cc(NC(=O)Nc3ccc(C(F)(F)F)cc3)ccc2O1	.	-7	.	5.2	.	.	-9[16.7 µM]
29	CCOc1ccccc1C(=O)NC(C(=O)NCc1ccccc1OC)C(C)C (configuration not stated)	-2	4	3	1.9	-2	-1	.
30	C[C@@H]1CN([C@H](C)CO)C(=O)c2cc(NS(=O)(=O)c3cccs3)ccc2O[C@@H](C)CCCCO[C@@H]1CN(C)Cc1ccc(C(=O)O)cc1	1	1	-2	1.5	-4	-1	7[16.7 µM]
31	COc1ccc(NC(=O)Nc2ccc3c(c2)C(=O)N([C@H](C)CO)C[C@@H](C)[C@H](CN(C)C(=O)Nc2ccc(F)cc2)OCCCC[C@@H](C)O3)cc1	-1	-5	1	1.2	10	-2	-1[16.7 µM]
32	CCN(Cc1ccccc1)C(=O)c1ccc(N(C)S(=O)(=O)c2ccc(C)cc2)cc1	-48	0	-2	3.4	-2	1	-5
33	C[C@H](CO)N1C[C@H](C)[C@@H](CN(C)C(=O)Nc2cccc3ccccc23)Oc2c(NS(=O)(=O)c3cccs3)cccc2C1=O	3	-6	-1	-2.2	-1	1	-2[16.7 µM]
34	C[C@@H]1CN([C@H](C)CO)C(=O)c2cc(NC(=O)Nc3ccccc3)ccc2O[C@@H](C)CCCCO[C@@H]1CN(C)Cc1ccc(C(=O)O)cc1	0	4	0	-0.8	0	-4	7[16.7 µM]
35	COc1ccccc1NC(=O)N(C)C[C@@H]1Oc2ncc(Br)cc2C(=O)N([C@H](C)CO)C[C@@H]1C	1&-2&-3	13&1&-7	3&9&1	1.1&0.5&-0.1	6&-4&-11	-5&-2&-2	-1
36	C=CCNC(=O)c1cccc2c1C(=O)c1ccc(N3CCOCC3)cc1S2(=O)=O	13	.	0	0.6	-2	-1	-7
37	O=C1Nc2c(ccc(Cl)c2Cl)C(=O)C1(F)c1ccccc1 (configuration not stated)	1	?	2	-3.2	-6	.	.
38	C=CCc1cccc(/C=N/NC(=O)c2ccccc2OC)c1O	-2	5	11	6.1	-3	0	3
39	O=C(CCc1ccccc1)N1CCN(c2ccccn2)CC1	-2	-4	-2	-0.7	-4	0	.
40	CCOC(=O)N1CCN(S(=O)(=O)CCNC(=O)c2cccc(OC)c2)CC1	-3	12	2	4.3	-3	0	-6
41	CCOC(=O)C1CCCN(C(=O)c2ccc3c(c2)N(Cc2ccccc2)C(=O)c2ccccc2S3=O)C1 (configuration not stated)	2	7	1	-0.7	-3	1	.
42	O=C(O)C[C@@H]1C[C@H]2c3cc(NC(=O)Nc4ccc(F)cc4)ccc3O[C@H]2[C@@H](CO)O1	3	1	-4	-2.1	-3	1	-1[16.7 µM]
43	Cc1ccccc1OCCC(=O)Nc1ccc(S(=O)(=O)N2CCCC2)cc1	-1	2	-1	-3.5	.	1	1
44	Cc1ccc(C)c2sc(NC(=O)C3CC3)nc12	2	-7	3	1.5	1	1	.
45	COc1ccc(N2CCN(C3CC(=O)N(Cc4ccccc4)C3=O)CC2)cc1 (configuration not stated)	2	2	2	0.2	-4	1	-2
46	Cc1ccc(-c2n[nH]c(Cc3ccccc3)n2)cc1	-1	0	-1	-0.4	-2	-2	-9
47	Cc1c(C(=O)O)oc2c1C(O)CC(C)(C)C2 (configuration not stated)	0	.	-1	.	-2	-1	-19&-9
48	COC(=O)N1C(=O)[C@](CC(C)C)(c2ccccc2)N1C(=O)OC	.	-13	-9	-1.2	.	-3	.
49	CN1C(=O)c2cc(NC(=O)c3cnccn3)ccc2OC[C@@H]2O[C@H](CC(=O)NC3CCC3)CC[C@@H]21	0	7	-4	-3.3	3	3	2[16.7 µM]
50	Cc1ccc(C(C)C)c(OCCCN2C(=O)NC(C)(C)C2=O)c1	2	.	2	.	-9	-1	-9
51	CCCNC(=O)c1ccc2c(c1)nc(C)n2-c1cccc(Cl)c1	.	-1	0	-4.2	-1	16	-6
52	C[C@H](CO)N1C[C@H](C)[C@@H](CN(C)S(C)(=O)=O)Oc2ccc(NC(=O)Nc3ccc(F)cc3)cc2C1=O	1	3	-4	2.4	.	2	-2[16.7 µM]
53	CN1CC(=O)N2C(c3cccc([N+](=O)[O-])c3)c3[nH]c4ccccc4c3C[C@H]2C1=O (some centres not stated)	-1	-4	4	-1.9	-2	-2	5
54	Cc1ccc(S(=O)(=O)N2CCOCC2)cc1C(=O)N1CCN(c2ccc(C(F)(F)F)cn2)CC1	3	-10	6	-2.5	.	-2	.
55	CC1CCCC(NC(=O)CCn2c(=S)oc3ccccc32)C1C (configuration not stated)	0	?	-5	3.1	-6	-2	2
56	COc1cc(/C=N/NC(=O)NC2CCCCC2)ccc1O	0	15	1	-1.1	-3	.	3
57	COc1cccc(OCC(=O)O)c1	0	5	5	-2.6	5	9	1
58	O=C(Nc1cccc([N+](=O)[O-])c1)c1ccc2c(c1)C(=O)N(c1ccccn1)C2=O	0	8	0	-0.4	1	-1	.

Among those listed so far, 2 have bromine.
cpd	Structure	Casp6 inh	DENV2 CPE	ERp5 inh	F508del corr	SIRT5 inh	ERAP1 HTS inh	miR122 inh
16	CCCc1nc2c(C)cc(Br)cn2c1Cc1cccc(Cl)c1	0	3	-1	7.0	-1	.	.
35	COc1ccccc1NC(=O)N(C)C[C@@H]1Oc2ncc(Br)cc2C(=O)N([C@H](C)CO)C[C@@H]1C	1&-2&-3	13&1&-7	3&9&1	1.1&0.5&-0.1	6&-4&-11	-5&-2&-2	-1

From PubChem
